Screening data as filed in PubChem.
SUMO1 PPI mod: modulators of SUMO1 protein-protein interactions, primary screen, biochemical, uHTS. SUMO1 binding to a labelled peptide, TR-FRET, 1 h. inhibition, % at 20 µM. 0.33% of 360,000 active. Small ubiquitin-related modifier 1 (Homo sapiens), P63165. AID 602429, 2012; in the data active = inhibition above about 37%
Target sequence (P63165 whole entry, looked up): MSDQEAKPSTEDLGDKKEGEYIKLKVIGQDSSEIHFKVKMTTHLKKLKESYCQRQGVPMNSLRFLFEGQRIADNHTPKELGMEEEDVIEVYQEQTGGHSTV
Neddylation inh: inhibitors of cullin neddylation, primary screen, biochemical, TR-FRET, uHTS, NAE and Ubc12; calls only at 25 µM; NEDD8-conjugating enzyme Ubc12 (Homo sapiens) + NEDD8-activating enzyme E1 regulatory …; 0.58% of 360,000 active; AID 651699, 2012; in the data active = inhibition above about 36%
Target sequence (P61081 whole entry, looked up): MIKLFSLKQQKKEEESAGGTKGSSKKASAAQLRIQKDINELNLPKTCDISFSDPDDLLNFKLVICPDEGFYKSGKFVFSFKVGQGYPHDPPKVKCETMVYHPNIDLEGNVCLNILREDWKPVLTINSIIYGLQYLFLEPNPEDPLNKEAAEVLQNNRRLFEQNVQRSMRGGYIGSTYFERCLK
Target sequence (Q13564 whole entry, looked up): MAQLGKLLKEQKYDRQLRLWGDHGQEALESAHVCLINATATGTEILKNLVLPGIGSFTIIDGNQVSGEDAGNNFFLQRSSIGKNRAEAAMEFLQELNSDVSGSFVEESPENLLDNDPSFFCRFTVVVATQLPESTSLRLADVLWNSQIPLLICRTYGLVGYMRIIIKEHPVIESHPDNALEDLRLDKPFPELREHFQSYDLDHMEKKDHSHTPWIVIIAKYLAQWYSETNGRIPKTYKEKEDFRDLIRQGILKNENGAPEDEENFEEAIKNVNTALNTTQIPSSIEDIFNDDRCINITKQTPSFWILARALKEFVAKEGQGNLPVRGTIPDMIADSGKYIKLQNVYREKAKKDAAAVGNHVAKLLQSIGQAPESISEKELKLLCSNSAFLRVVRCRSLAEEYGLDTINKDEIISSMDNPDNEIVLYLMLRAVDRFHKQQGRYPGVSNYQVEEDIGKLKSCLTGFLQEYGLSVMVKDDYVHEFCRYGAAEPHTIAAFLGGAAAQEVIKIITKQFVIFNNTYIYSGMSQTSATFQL
Rin1-Abl PPI inh: inhibitors of Rin1-Abl protein binding, primary screen, biochemical, TR-FRET; inhibition, % at 7.35 µM; 0.4% of 360,000 active; in the data active = inhibition above about 5%, passing the limit was not always enough
Scp-1 inhibitor: Scp-1 phosphatase inhibitors, primary screen, biochemical, colorimetric, uHTS; Carboxy-terminal domain RNA polymerase II polypeptide A small phosphatase 1 (Homo …; 0.88% of 340,000 active; AID 493091, 2011; inhibition, % at 20 µM; Recombinant Scp1, phosphopeptide, malachite green phosphate absorbance;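 active = inhibition above about 50% at 20 µM, limit read from the data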;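 also: plate controls were DMSO wells with enzyme for no effect and wells lacking enzyme for full effect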
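System: SCP-1 catalytic domain; Reagent: Phospho 17-mer peptide substrate; Doses: one concentration, 20 µM, with 1.0% DMSO; Incubation: 45 min room-temperature reaction, 5 min colour, 30 min stabiliser; Signal: Phosphate-binding colour reagent, absorbance read at 630 nm.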
CSN inh: inhibitors of CSN-mediated cullin deneddylation, primary screen, biochemical, fluorescence polarization, uHTS; COP9 signalosome complex subunit 5 (Homo sapiens), Q92905; 0.38% of 360,000 active; inhibition, % at 12.5 µM; Purified CSN, SCF-Nedd8-OG deneddylation;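 active = pattern-corrected inhibition above about 35%, with an unprinted fluorescence ratio check between 0.5 and 1.5, limit read from the data, passing the limit was not always enough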;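 also: 0% = enzyme with substrate and 100% = substrate without enzyme; some results filed as inactive read as strong as hits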
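Test system: Human Csn5 produced in HEK293T cells | Compound: 12.5 µM single point | Times: 90 min, room temperature | Signal: Fluorescence polarization readout | Read-out basis: % inhibition of substrate cleavage by Csn5 | Controls: no-enzyme wells high, enzyme-with-substrate wells low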
Rpn11 inh: Rpn11 (PSMD14) deubiquitinase inhibitors, primary screen, biochemical, fluorescence polarization, uHTS; 26S proteasome non-ATPase regulatory subunit 14 (Homo sapiens), O00487; calls only at 20 µM; 0.59% of 360,000 active; human 26S proteasome, Ub4-pepOG fluorescence polarization; 20S core pre-blocked with epoxomicin; AID 588493, 2011;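 active = inhibition at 20 µM, scaled to each plate's controls, above about 33%, limit read from the data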
LMPTP block: LMPTP phosphatase inhibitors, primary screen, biochemical, fluorescence intensity, uHTS; Low molecular weight phosphotyrosine protein phosphatase (Homo sapiens), P24666; recombinant LMPTP-A, OMFP fluorogenic substrate; inhibition, % at 20 µM; 0.22% of 360,000 active;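 active = compounds that cut the enzyme signal by at least half of the control window in the single-dose screen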;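 also: plate controls were DMSO wells with enzyme plus substrate for no effect and substrate without enzyme for full effect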
Target sequence (P24666 whole entry, looked up): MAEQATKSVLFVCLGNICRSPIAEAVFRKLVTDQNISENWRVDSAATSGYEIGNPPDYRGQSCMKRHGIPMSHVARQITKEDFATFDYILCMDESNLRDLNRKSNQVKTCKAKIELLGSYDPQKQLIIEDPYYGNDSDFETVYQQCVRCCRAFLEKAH
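Assay system: LMPTP-A, protein tyrosine phosphatase of low molecular weight / Medium: pH 6.0 Bis-Tris buffer with DTT and Triton X-100 / Schedule: 50 min enzyme reaction at room temperature, protected from light / Measured by: endpoint fluorescence intensity from OMFP dephosphorylation / Read-out basis: % inhibition relative to no-enzyme and uninhibited control wells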
NadD inh: inhibitors of S. aureus NadD, primary screen, biochemical, colorimetric, uHTS. Nicotinate-nucleotide adenylyltransferase NadD (Staphylococcus aureus N315). purified NadD enzyme, colorimetric absorbance read-out. inhibition, % at 20 µM. 0.78% of 360,000 active; in the data active = inhibition above about 26%; also: some compounds past the cut are filed as inactive
DNMT1 block: human DNMT1 methyltransferase inhibitors, primary screen, biochemical, molecular beacon, fluorescence, HinP1I cleavage, uHTS | DNA (cytosine-5)-methyltransferase 1 (Homo sapiens), P26358 | inhibition (reported as % activation of signal), % at 10 µM | 0.83% of 360,000 active; in the data active = inhibition above about 50%
STEP inh: STEP phosphatase inhibitors, primary screen, biochemical, fluorescence intensity, uHTS. Tyrosine-protein phosphatase non-receptor type 5 (Homo sapiens), P54829. 0.25% of 360,000 active. inhibition, % at 20 µM. AID 588621, 2011. recombinant STEP, OMFP fluorogenic substrate;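 active = inhibition at 20 µM, scaled per plate between control wells, above about 37%, limit read from the data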;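 also: 0% = DMSO with enzyme and substrate and 100% = substrate only without enzyme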
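System: isolated STEP enzyme; schedule: 20 min enzyme reaction at room temperature, protected from light; medium: Bis-Tris buffer pH 6.0, 2.5 mM DTT, 0.005% Tween 20; signal: fluorescence, 480/540 nm; dosing: single compound dose of 20 µM, 1% DMSO final; also added: OMFP substrate, 25 µM final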
Numbers without * were called inactive; i = inactive; / = no result given; + = active, no number.

SMILES	SUMO1 PPI mod	Neddylation inh	Rin1-Abl PPI inh	Scp-1 inhibitor	CSN inh	Rpn11 inh	LMPTP block	NadD inh	DNMT1 block	STEP inh
CCOc1ccccc1NC(=O)Cn1c(-c2ccc(Cl)cc2)noc1=O	5.1	i	2.1	-8.4	-2.4	i	1.4	-9.0	-2.5	0.0
CCOc1cc(C(=O)N(C)CC(=O)Nc2cccc(F)c2)ccc1OCC(=O)N1CCCCC1	4.0	i	0.5	-4.8	-8.7	i	-0.2	2.0	2.8	0.6
Cc1cc(Cc2cc(C)c(O)c(CO)c2)cc(CO)c1O	-0.2	i	3.0	3.3	2.0	i	-0.4	-0.8	-11.4	2.0
CC(=O)Nc1ccc(S(=O)(=O)N2CCCCC2c2cccnc2)cc1 (stereo not drawn)	1.4	i	1.3	9.5	-6.6	i	-0.2	5.2	1.7	18.4
S=C(Nc1ccc2snnc2c1)N1CCN(c2ccccn2)CC1	-1.4	i	-4.1	-3.3	2.6	i	-1.5	6.0	-21.3	0.8
CC(=O)NCCn1c(SCC(=O)Nc2ccc(C)cc2)nc2ccccc2c1=O	0.7	i	1.6	-2.5	-2.0	i	-0.5	-6.2	-1.3	-2.2
CCOC(=O)c1[nH]c2ccc(OC)cc2c1C	-1.7	/	4.6	-3.6	-2.9	i	0.4	-8.3	-1.5	-2.0
O=C(/C=C/c1ccccc1)N(Cc1ccc(Cl)cc1)C1CCS(=O)(=O)C1 (stereo not drawn)	-6.3	i	-2.2	-16.7	-0.8	i	-0.7	-0.7	-0.7	0.8
CC1CCN(C(=O)CN(Cc2ccc(F)cc2)S(C)(=O)=O)CC1	3.2	i	0.3	0.1	1.3	i	-2.1	-2.0	-2.5	-4.2
C/C(=N\O)C(=O)NCCCNCCCN(C)C	-1.2	i	0.0	-3.6	-4.1	i	-12.8	8.3	4.5	-2.3
COc1ccc(C)cc1NC(=O)c1nn(-c2ccccc2)cc1OC	7.4	+	0.1	-17.8	-3.2	i	4.6	-6.1	6.6	0.1
COc1ccccc1-c1cccc([C@@H]2C[C@H]3[C@H](CON3C)CN2S(=O)(=O)c2ccccc2C)c1	5.5	i	-3.3	-0.1	-0.3	i	2.0	3.5	-5.8	1.5
CCOc1ncccc1C(=O)OC(C)C(=O)Nc1ccc(CC)cc1 (stereo not drawn)	1.1	i	1.5	-2.3	-3.4	i	-0.6	-2.1	-1.2	2.2
O=S(=O)(Nc1cccc(C(F)(F)F)c1)c1cnc[nH]1	0.9	i	-1.5	-9.7	-3.1	i	0.7	3.3	0.3	-0.1
COc1cccc(Oc2ccc(N)cc2)c1	-2.0	i	4.8	-7.3	0.6	i	-1.2	-3.2	-7.4	-3.9
Cc1nn2c(=O)cc(CSCC(=O)Nc3ccccc3F)nc2s1	4.7	i	-3.3	-6.8	-0.9	i	-1.3	-2.5	0.5	-2.2
CC1CCN(C(=O)c2cccc(S(=O)(=O)N3CCCc4ccccc43)c2)CC1	-48.8	i	-1.0	-9.5	-1.4	i	-8.2	1.7	-3.4	-1.0
Cc1ccc(C)c(NC(=S)N2CCC(NC(=O)c3ccco3)CC2)c1	3.2	i	1.1	1.4	-9.6	i	2.1	0.6	3.3	-0.8
NC(=O)c1cc(S(=O)(=O)NCc2cccs2)cs1	-2.4	i	0.8	-5.1	-1.0	i	-1.2	1.3	3.4	-1.4
Cc1nn(C(=O)C(C)N2C(=O)c3ccccc3C2=O)c(C)c1Br (stereo not drawn)	2.1	i	-0.6	-4.4	3.0	i	1.6	-6.2	4.4	-1.2

In another format: entries from further up
Compound | SUMO1 PPI mod | Neddylation inh | Rin1-Abl PPI inh | Scp-1 inhibitor | CSN inh | Rpn11 inh | LMPTP block | NadD inh | DNMT1 block | STEP inh
CC(=O)NCCn1c(SCC(=O)Nc2ccc(C)cc2)nc2ccccc2c1=O | 0.7 | i | 1.6 | -2.5 | -2.0 | i | -0.5 | -6.2 | -1.3 | -2.2
CCOc1ccccc1NC(=O)Cn1c(-c2ccc(Cl)cc2)noc1=O | 5.1 | i | 2.1 | -8.4 | -2.4 | i | 1.4 | -9.0 | -2.5 | 0.0
Cc1nn2c(=O)cc(CSCC(=O)Nc3ccccc3F)nc2s1 | 4.7 | i | -3.3 | -6.8 | -0.9 | i | -1.3 | -2.5 | 0.5 | -2.2

(next part)
SMILES	SUMO1 PPI mod	Neddylation inh	Rin1-Abl PPI inh	Scp-1 inhibitor	CSN inh	Rpn11 inh	LMPTP block	NadD inh	DNMT1 block	STEP inh
CN(Cc1ccccc1)C(=O)c1cccc(NC(=O)Cc2cccc(NC(=O)C3CCN(C(=O)c4ccccc4)CC3)c2)c1	5.1	i	-2.2	-8.3	-2.0	i	-0.8	10.8	-0.9	0.5
CC1CCCCC12NC(=O)N(CC(=O)Nc1ccc(OC(F)F)cc1)C2=O (stereo not drawn)	-2.6	i	2.0	-2.4	-6.2	i	0.3	-2.0	-4.6	-2.4
Cc1sc2nc(CSC(C)C(=O)Nc3ccc(C(N)=O)cc3)[nH]c(=O)c2c1C (stereo not drawn)	2.6	i	0.3	-12.4	9.6	i	-1.1	-3.8	-2.9	-3.8
CN(C(=O)c1cccc(NC(=O)Cc2ccc(NC(=O)C3CCN(C(=O)CCc4ccccc4)CC3)cc2)c1)C1CCC1	6.4	i	1.1	-12.4	1.1	i	0.6	10.4	-0.5	1.6
COc1ccc(-c2nc3ncccc3o2)cc1NC(=O)c1cccs1	-7.5	i	-1.0	-2.8	-5.9	i	0.5	7.2	0.1	1.3
Cc1csc2c(=O)sc(NC(=O)c3ccc(F)cc3Cl)nc12	5.9	i	-1.1	44.6	9.3	i	2.7	-8.7	-1.0	6.4
COc1cc(C(=O)Nc2nnc(C3=COCCO3)o2)cc(OC)c1OC	-2.0	i	-2.0	-12.0	5.0	i	-0.9	-0.9	1.2	1.0
c1ccc(CSc2snnc2-c2ccccc2)cc1	-3.8	i	-0.9	-13.4	-6.5	i	3.0	-9.1	-0.8	0.4
CCC(=NOCc1ccccc1)C(=O)NNS(=O)(=O)c1ccc(C)cc1	1.7	i	1.7	-5.4	-1.0	i	1.1	0.1	-1.2	-0.5
N/C(=N\OC(=O)c1cccnc1)c1ccc(Cl)cc1Cl	-0.4	i	3.5	-3.2	0.1	i	0.5	-1.9	3.9	-4.1
COc1ccc(CN2CCSCC2)cc1C	0.4	i	1.3	6.7	0.2	i	-2.1	2.6	0.2	-1.3
Cn1c(CSCc2ccccc2)nnc1SCC(=O)Nc1nccs1	-0.3	i	-0.6	-6.8	1.5	i	-2.5	-0.2	-0.3	-2.4
C(=N\n1cnnc1)/c1ccc(N2CCOCC2)cc1	-7.9	i	-0.5	-1.1	-4.7	i	-1.2	-4.5	-0.6	2.5
O=C1CC(C(=O)Nc2ccccc2)N=C(N2CCCCC2)N1 (stereo not drawn)	1.1	i	0.6	-2.7	-1.0	i	-0.9	5.7	1.5	0.0
COCC(=O)Nc1ccccc1NC(C)=O	0.9	i	-2.0	0.5	-4.4	i	-0.5	0.8	-0.8	0.4
CCCCNC(=O)c1cc2nc(-c3ccc(OC)cc3)cc(C(F)(F)F)n2n1	-15.2	i	-0.6	/	-0.9	i	1.4	-10.5	6.0	2.6
Cc1ccc2c(CC(=O)OCC(=O)N(CC(C)C)c3c(N)n(Cc4ccccc4)c(=O)[nH]c3=O)coc2c1	4.9	i	2.8	13.7	9.1	i	-0.9	4.0	45.6	-0.8
CCn1cnc2sc(-c3ccccc3)cc2c1=O	-17.2	i	-2.1	-10.1	0.6	i	-2.9	4.2	0.3	8.1
COC(=O)c1cc(Br)c(=O)n(CCC2=CCCCC2)c1	-1.7	i	2.0	-4.3	1.4	i	0.3	1.6	0.6	1.4
O=C(Nc1cccc(Cl)c1)Nc1ccc(Cl)cn1	-2.2	i	-0.5	-2.0	2.8	i	-0.2	9.7	10.5	0.1

Next part; the last 2 above are carried over.
SMILES	SUMO1 PPI mod	Neddylation inh	Rin1-Abl PPI inh	Scp-1 inhibitor	CSN inh	Rpn11 inh	LMPTP block	NadD inh	DNMT1 block	STEP inh
COC(=O)c1cc(Br)c(=O)n(CCC2=CCCCC2)c1	-1.7	i	2.0	-4.3	1.4	i	0.3	1.6	0.6	1.4
O=C(Nc1cccc(Cl)c1)Nc1ccc(Cl)cn1	-2.2	i	-0.5	-2.0	2.8	i	-0.2	9.7	10.5	0.1
CCOC(=O)C1=C(COC(=O)c2ccc(Cl)c(S(=O)(=O)N3CCOCC3)c2)NC(=O)NC1C (stereo not drawn)	-1.5	i	-4.0	3.2	-9.1	i	-0.7	5.5	-4.0	-3.9
CCOC(=O)CSc1nccc(N(C)C)c1C#N	4.2	i	-0.3	-12.3	-2.1	i	-1.7	3.5	-0.6	-2.2
CCc1ccc(N2C(=O)CN(Cc3sccc3C)C2=S)cc1	1.9	i	-6.7	-13.8	-5.0	i	-0.4	-5.1	-2.1	-1.7
CCOc1ccccc1C(=O)NC(C(=O)NCCc1ccccn1)C(C)C (stereo not drawn)	2.8	i	8.0	2.6	1.7	i	-1.8	-1.6	0.8	-3.0
Cc1ccc(N(CC(=O)N2CCN(c3ccc(F)cc3)CC2)S(=O)(=O)c2c(C)noc2C)cc1	2.3	i	3.3	-7.5	-1.1	i	0.8	-2.4	-1.9	-1.0
CC(C)c1ccc(/C=C/C(=O)O)cc1	1.3	i	-1.8	-5.2	-3.8	i	-3.0	-7.1	1.6	-0.1
CC(=O)Nc1cc(C(F)(F)F)ccc1N1CCOCC1	-0.7	i	2.3	-6.5	-4.2	i	-1.0	-2.1	-0.2	18.4
O=C(c1ccccc1)N1CCN(C(=O)c2cccnc2)CC1	-0.8	i	2.1	6.4	0.7	i	-1.5	1.7	0.2	0.3
COc1ccc(-n2nc(C(=O)NCC(=O)NCCCN3CCOCC3)c3ccccc3c2=O)cc1Cl	-13.9	i	-1.5	1.8	2.6	i	-1.7	0.5	0.6	3.7
CC(C)(C)c1cc(NC(=O)COC(=O)c2ccc(O)cc2O)n(-c2ccccc2)n1	8.5	i	-1.7	-2.3	-2.0	i	1.2	-3.4	0.3	0.5
COc1ccc(CC(=O)N2CCCc3ccccc32)cc1OC	-2.1	i	-8.6	0.4	-0.2	i	0.7	5.2	0.8	-0.3

An unsorted share of the library, and some 3.8% of all compounds hit somewhere here.
